Growth percent in the NCI-60 one-dose screen (48 h, 10 µM unless noted): 100 = growth as untreated, 0 = no growth, -100 = all killed.
SF-539: SF-539 CNS cancer; actives 6.8% (n = 81,000)
HCT-15: HCT-15 colon cancer | actives 5.2% (n = 82,000)
KM12: KM12 colon cancer cells. actives 5% (n = 82,000). AID 1794800
SW-620: SW-620 colon cancer; actives 5.2% (n = 82,000); AID 1794795
SNB-75: SNB-75 CNS cancer | actives 5% (n = 79,000) | AID 1794750
HCC-2998: HCC-2998 colon cancer; actives 4.7% (n = 79,000)
SF-295: SF-295 CNS cancer cells; actives 5.6% (n = 79,000)
HCT-116: HCT-116 colon cancer; actives 7.3% (n = 82,000); AID 1794798
SNB-19: SNB-19 CNS cancer cells; actives 2.5% (n = 81,000)
* marks the source's active call; other numbers are inactive results; / = not tested or not shown. How the source made its calls: active means growth percent below 10; inactive means the rest.

SMILES | SF-539 | HCT-15 | KM12 | SW-620 | SNB-75 | HCC-2998 | SF-295 | HCT-116 | SNB-19
Cc1ccc(-c2cc(-c3ccc(Cl)cc3)nc(NC(=O)c3ccncc3)n2)cc1 | 94 | 99 | 93 | 96 | / | 102 | 95 | 86 | 88
CSc1nc(O)c(Nc2cccc(Cl)c2)c(=O)[nH]1 | 100 | 111 | 104 | 103 | 105 | 121 | 108 | 90 | 110
CCCCCCCCCCCCSP(SCCCCCCCCCCCC)SCCCCCCCCCCCC | 107 | 110 | 114 | 108 | 93 | 110 | 101 | 102 | 103
N#Cc1ccccc1-c1ccc(CN2C(=O)S/C(=C\c3ccc([N+](=O)[O-])cc3)C2=O)cc1 | 99 | 109 | 103 | 106 | 103 | 107 | 104 | 112 | 96
CNC1(C#N)CCN(Cc2ccccc2)CC1 | 100 | 104 | 103 | 105 | 81 | 106 | 95 | 106 | 100
O=C(COc1ccc(/C=C2\C(=O)Nc3ccccc32)cc1)Nc1ccccc1 | 95 | 102 | 102 | 99 | 79 | 100 | 104 | 112 | 96
CCOC(=O)/C(C#N)=C\c1ccc2ccccc2c1 | 96 | 95 | 94 | 116 | 95 | 108 | 94 | 104 | 102
Cc1ccc2[nH]c3nc(=O)[nH]nc3c2c1 | 104 | 100 | 103 | 103 | 87 | 102 | 108 | 103 | 111
C=CCSC(=O)Oc1c(Cl)c(Cl)c(Cl)c(Cl)c1Cl | 109 | 97 | 100 | 105 | 83 | 101 | 105 | 102 | 94
Cc1c(C(=O)N[C@H](CO)Cc2ccccc2)[nH]c2ccc(Cl)cc2c1=O | 99 | 100 | 106 | 101 | 100 | 94 | 98 | 97 | 106
Oc1cccc(CNC2CCCCC2)c1 | 106 | 105 | 107 | 116 | 90 | 102 | 120 | 103 | 95
CCOC(=O)C(CCC1CCCCC1)C(C)=O (stereo not given) | 95 | 109 | 111 | 102 | 94 | 121 | 95 | 116 | 107
NC1=Cc2n(c(=O)c3ccccc3[n+]2-c2ccccc2)C1 | 106 | 114 | 118 | 108 | 126 | 99 | 97 | 108 | 100
Cc1cc(O)c(C(C)C)cc1N=C1C=CCc2ccccc21 | 90 | 105 | 106 | 106 | 95 | 97 | 103 | 98 | 107
COP(=O)(OC)C(Cc1c[nH]c2ccccc12)NC(=O)OCc1ccccc1 (stereo not given) | 98 | 98 | 97 | 92 | 80 | 102 | 104 | 100 | 102
Cc1ccc(S(=O)(=O)Nc2ncc(-c3nc4ccccc4[nH]3)c(N)n2)cc1 | 99 | 106 | 101 | 110 | 96 | 114 | 100 | 97 | 95
Cc1ccc(C(=O)c2ccc(CC(=O)N/N=C/c3cc4ccccc4[nH]3)n2C)cc1 | 98 | 87 | 99 | 90 | 85 | 101 | 97 | 91 | 83
O=S1(=O)CC2=C1/C=C/CCCC2 | 97 | 97 | 107 | 97 | 94 | 99 | 88 | 100 | 105
O=c1[nH]c(-c2cccnc2)nc2c1sc(=S)n2-c1ccccc1 | 98 | 102 | 109 | 99 | 101 | 106 | 102 | 99 | 114
C=C1CC[C@@H]2C(C)(C)[C@@H](O)CC[C@@]2(C)[C@@H]1COc1ccc2ccc(=O)oc2c1 | 86 | 67 | 70 | 99 | 84 | 92 | 63 | 77 | 86
COc1ccc2nccc(CC(O)C(Cl)(Cl)Cl)c2c1 (stereo not given) | 100 | 107 | 104 | 108 | 117 | 97 | 102 | 97 | 102
COc1ccc(/C=C2/C(=O)/C(=C/c3ccc(OC)cc3OC)C3CCC2N3C)c(OC)c1 | 79 | 66 | 85 | 70 | 83 | 94 | 52 | 41 | 62
S=c1nc(-c2ccncc2)[nH][nH]1 | 108 | 118 | 112 | 118 | 103 | 107 | 113 | 103 | 109
Cc1occc1-c1nnc(SCC(=O)Nc2nccs2)n1N1C(=O)CSC1=S | 102 | 104 | 100 | 95 | 82 | 110 | 101 | 104 | 97
CC(C)C(=O)Nc1cc(-c2ccc(C#N)n2C)ccc1F | 103 | 104 | 98 | 100 | 87 | 106 | 102 | 89 | 108
CCOC(=O)C(CCN(C)C)c1ccccc1 (stereo not given) | 96 | 105 | 104 | 108 | 81 | 96 | 101 | 104 | 105
CCN(CC)Cc1cc(/C=C2\CC/C(=C\c3cc(CN(CC)CC)c(O)c(OC)c3)C2=O)cc(OC)c1O | 98 | 89 | 106 | 114 | 91 | 103 | 112 | 96 | 108
COc1ccc(C(=O)Nn2cnc3oc(-c4ccc(OC)cc4)cc3c2=N)cc1 | 105 | 101 | 104 | 105 | 96 | 110 | 108 | 107 | 101
COc1ccc(NC(=O)c2sc3nc4c(cc3c2N)COCC4)cc1 | 85 | 79 | 82 | 85 | 79 | 102 | 93 | 95 | 89
Cn1cc2c(c1)-c1c(sc3nc(-c4ccc(NC(=O)Nc5cc(C(C)(C)C)on5)cc4)cn13)CC2 | 22 | 12 | 22 | 73 | -1.5* | 63 | -41* | 39 | 47
COc1cccc(/C(C)=N/NC(=O)CSc2nc3ccccc3c(=O)n2CCc2ccc(S(N)(=O)=O)cc2)c1 | -18* | 70 | 14 | 31 | 42 | 69 | 44 | -50* | 25
O=C1c2ccccc2-c2ccc([N+](=O)[O-])cc21 | 110 | 102 | 106 | 114 | 79 | 109 | 113 | 102 | 97
COc1cc(NC(=O)CSc2nnc(-c3ccc(-c4nc5ccccc5[nH]4)cc3)o2)cc(OC)c1OC | 83 | 72 | 65 | 108 | 114 | 96 | 97 | 68 | 86
CC(=O)c1ccc(Nc2nc(SCC(C)C)nc(-c3ccccc3)c2C#N)cc1 | 64 | 95 | 112 | 117 | 93 | 105 | 17 | 84 | 38
CN(/N=C/c1ccccc1O)C(=O)c1ccccc1N | 106 | 97 | 109 | 99 | 87 | 103 | / | / | 102
CCCCC(CC)COC(=O)CC(O)(CC(=O)OCC(CC)CCCC)C(=O)OCC(CC)CCCC (stereo not given) | 114 | 102 | 113 | 100 | 125 | 106 | 107 | 90 | 106
Cc1c(-c2nnc(-c3ccccc3O)o2)nnn1-c1ccc([N+](=O)[O-])cc1 | 97 | 97 | 101 | 103 | 94 | 97 | 99 | 105 | 94
O=C1OC(c2cc(Br)c(O)c(Br)c2)c2ccccc21 (stereo not given) | 91 | 106 | 104 | 109 | 91 | / | 118 | 93 | 106
CCOC(=O)c1nocc1CCCOc1ccc(C(=O)NCc2cccc(C(F)(F)F)c2)cc1C | 104 | 97 | 103 | 100 | 87 | 119 | 101 | 93 | 102
CCCC(=O)Oc1ccc(/C(=C(/CC)Cc2ccccc2)c2ccc(OCCN3CCCC3)cc2)cc1 | / | 42 | 71 | 80 | 63 | 43 | 100 | 69 | 94
CCSc1ncnc2c1ncn2C1OC(CO)C(O)C1O (stereo not given) | 25 | 31 | 12 | 28 | 57 | 8.2* | 31 | 12 | 34
COc1ccc(C(=O)c2cc(C(C)=O)c3ccc(C(C)=O)cn23)cc1 | 90 | 93 | 108 | 117 | 98 | 104 | 94 | 104 | 95
COc1ccc(-n2/c(=N/C(=S)N(C)C)ss/c2=N\C(=S)N(C)C)cc1 | 106 | 101 | 101 | 114 | 99 | 109 | 100 | 99 | 106
CC1=C(C)Cc2c(OC(=O)c3ccccc3)ccc(OC(=O)c3ccccc3)c2C1 | 100 | 109 | 118 | 118 | 91 | 99 | 107 | 103 | 98
N#CCNC(=O)C(c1ccccc1)c1ccccc1 | 108 | 105 | 105 | 137 | 103 | 108 | 105 | 111 | 106
c1ccc(-c2noc3ncnc(Nc4ccc(N5CCCCC5)cc4)c23)cc1 | 88 | 100 | 103 | 95 | 88 | 110 | 94 | 105 | 97
c1cc[n+](C2c3ccccc3C([n+]3ccccc3)c3ccccc32)cc1 (stereo not given) | 28 | 103 | 57 | 70 | 18 | 68 | 52 | 68 | 27
O=C(O)CN1C(=O)/C(=C/C(Cl)=C/c2ccccc2)SC1=S | 93 | 101 | 103 | 99 | 92 | 106 | 96 | 98 | 97

Some entries already given with just SNB-75 and KM12:
Structure,SNB-75,KM12
Cc1c(-c2nnc(-c3ccccc3O)o2)nnn1-c1ccc([N+](=O)[O-])cc1,94,101
N#CCNC(=O)C(c1ccccc1)c1ccccc1,103,105

(listing goes on)
SMILES | SF-539 | HCT-15 | KM12 | SW-620 | SNB-75 | HCC-2998 | SF-295 | HCT-116 | SNB-19
O=C(Nc1c(Cl)cccc1Cl)OCc1ccc2c(c1)OCO2 | 91 | 95 | 98 | 101 | 104 | 96 | 115 | 98 | 107
CSc1ncc2[nH]c(C(O)c3ccccc3)nc2n1 (stereo not given) | 103 | 98 | 97 | 97 | 77 | 88 | 80 | 114 | 101
CCCCCCCCN(CCCCCCCC)C(C)C(O)c1ccc2cc(Br)c3ccccc3c2c1 (stereo not given) | 109 | 106 | 100 | 99 | 100 | 96 | / | 104 | 101
c1ccc(-c2cc(-c3cc(-c4ccccc4)on3)no2)cc1 | 91 | 17 | 93 | 52 | 123 | 94 | 82 | 42 | 101
Cc1ccc(C2CC(c3cccc(Nc4ccncc4)c3)=NN2c2ccccc2)cc1 (stereo not given) | -97* | -83* | -88* | -63* | -96* | -92* | -91* | -78* | -77*
COc1ccc(NC(=O)CN2CCN(c3cc(=O)n(-c4ccccc4)c4ccccc34)CC2)cc1 | 98 | 90 | 104 | 103 | 82 | 103 | 97 | 94 | 92
O=c1[nH]cc(NCc2ccccc2)c(=O)[nH]1 | 102 | 105 | 106 | 104 | 92 | 112 | 100 | 104 | 104
NCCCc1ccc2c(c1)oc1ccccc12 | 109 | 106 | 100 | 101 | 95 | 106 | 104 | 101 | 110
CCCOc1cc2ccccc2cc1C(=O)Nc1nc(NC)c2c(ccc3nccc32)[nH]1 | -77* | -50* | -72* | -75* | -87* | -71* | -67* | -72* | -79*
CCCCNC(=O)OCc1cc(=O)c(O)co1 | 105 | 100 | 103 | 110 | 84 | 100 | 97 | 105 | 95
COc1ccc(-c2cc(C(=O)N=Nc3c(O)[nH]c4ccc(Br)cc34)no2)cc1 | 96 | 100 | 100 | 94 | 66 | 104 | 103 | 92 | 92
CCOC(=O)C1=C(C)NC(=O)NC1c1ccc(OCc2cn(-c3ccc(C(C)=O)cc3)nn2)cc1 (stereo not given) | 103 | 105 | 95 | 96 | 103 | 103 | 97 | 94 | 99
Nc1nc(-c2ccc(C(F)(F)F)cc2)nn1-c1nc2ccccc2s1 | 100 | 109 | 103 | 107 | 97 | 108 | 103 | 102 | 96
COc1cc2c(c(OC)c1OC)C(=O)N[C@@H]1[C@@H](O)[C@@H](O)[C@H](O)C[C@@H]21 | 100 | 104 | 108 | 109 | 102 | 101 | 98 | 99 | 99
Nc1nc2nc(/N=N/SCCO)[nH]c2c(=O)[nH]1 | 99 | 106 | 101 | 100 | 95 | 104 | 100 | 105 | 96
COc1cc(C2SCC(=O)N2Cc2ccc3c(c2)OCO3)cc(OC)c1OC (stereo not given) | 105 | 103 | 113 | 112 | 101 | 98 | 94 | 97 | 99
CCOC(=O)c1cc(C#N)n2ccc3ccccc3c12 | 99 | 97 | 100 | 98 | 76 | 106 | 96 | 108 | 93
CCOC(=O)c1cc(C(=O)c2cc(OC)c(OC)c(OC)c2)n2c1ccc1c3cccnc3ccc12 | 56 | 41 | 42 | 24 | 65 | 82 | 63 | 22 | 72
C=C(Cl)COC(=O)C(C)OC(C)=O (stereo not given) | 100 | 102 | 108 | 98 | 93 | 98 | 104 | 102 | /
COc1cc2c(c(OC)c1OC)C(=O)CC(c1cccc(NC(=O)c3ccccc3Br)c1)O2 (stereo not given) | 97 | 89 | 103 | 97 | 93 | 106 | 93 | 76 | 95
CN1CCc2cc3c(c4c2[C@@]1(C)[C@@H](O)c1ccccc1-4)OCO3 | 109 | 111 | 100 | 103 | 76 | 97 | 103 | 76 | 106
CN(C)c1ccc(C(=C2C=CC(=[N+](C)C)C=C2)c2ccc(N(C)C)cc2)cc1 (tested in a mixture with another compound) | -94* | -75* | -95* | -72* | -97* | -80* | -45* | -76* | -99*

Among those listed so far, seven contain an aryl thioether with sulfur outside any ring.
SMILES | SF-539 | HCT-15 | KM12 | SW-620 | SNB-75 | HCC-2998 | SF-295 | HCT-116 | SNB-19
CSc1nc(O)c(Nc2cccc(Cl)c2)c(=O)[nH]1 | 100 | 111 | 104 | 103 | 105 | 121 | 108 | 90 | 110
Cc1occc1-c1nnc(SCC(=O)Nc2nccs2)n1N1C(=O)CSC1=S | 102 | 104 | 100 | 95 | 82 | 110 | 101 | 104 | 97
COc1cccc(/C(C)=N/NC(=O)CSc2nc3ccccc3c(=O)n2CCc2ccc(S(N)(=O)=O)cc2)c1 | -18* | 70 | 14 | 31 | 42 | 69 | 44 | -50* | 25
COc1cc(NC(=O)CSc2nnc(-c3ccc(-c4nc5ccccc5[nH]4)cc3)o2)cc(OC)c1OC | 83 | 72 | 65 | 108 | 114 | 96 | 97 | 68 | 86
CC(=O)c1ccc(Nc2nc(SCC(C)C)nc(-c3ccccc3)c2C#N)cc1 | 64 | 95 | 112 | 117 | 93 | 105 | 17 | 84 | 38
CCSc1ncnc2c1ncn2C1OC(CO)C(O)C1O (stereo not given) | 25 | 31 | 12 | 28 | 57 | 8.2* | 31 | 12 | 34
CSc1ncc2[nH]c(C(O)c3ccccc3)nc2n1 (stereo not given) | 103 | 98 | 97 | 97 | 77 | 88 | 80 | 114 | 101

Screening results as filed in PubChem BioAssay.
